CF NFkB inh = blocks PAF-induced NF-kB reporter in cystic fibrosis cells. KKLEB NF-kB-GFP reporter, GFP fluorescence overnight. inhibition, % at 5 µM. 0.86% of 360,000 active;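 active means at least 50% inhibition at 5 µM, scaled per plate between neutral and stimulator controls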;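 further: PAF is a Pseudomonas aeruginosa culture filtrate used as stimulus; plate controls were PAF-stimulated DMSO wells for no effect and unstimulated DMSO wells for full effect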
Vif imaging = inhibitors of HIV Vif; 0.35% of 340,000 active; inhibition, % at 7.49 µM; HEK293T cells, Vif self-association by quenched fluorescence, imaging, 24 h; in the data active means inhibition above about 50%, passing the limit was not always enough; inconclusive means no clear call, values can overlap the other calls; inactive means below about 31%; further: some results filed as inactive read as strong as hits
NR2E3 ag-1 = human photoreceptor-specific nuclear receptor agonism. Q9Y5X4. CHO-S Gal4-NCOR/VP16-NR2E3 two-hybrid, luciferase. AID 602229. 0.35% of 360,000 active. inhibition of corepressor binding, % at 3.98 µM;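 active means inhibition above the mean of all tested compounds plus 3 SD, cut at about 70% in these data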;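 further: 0% = DMSO with NR2E3 transfected cells and 100% = cells lacking NR2E3 construct; higher means lower luciferase signal from less NR2E3 corepressor binding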
Target sequence (Q9Y5X4 whole entry, looked up, the tested form may be a part): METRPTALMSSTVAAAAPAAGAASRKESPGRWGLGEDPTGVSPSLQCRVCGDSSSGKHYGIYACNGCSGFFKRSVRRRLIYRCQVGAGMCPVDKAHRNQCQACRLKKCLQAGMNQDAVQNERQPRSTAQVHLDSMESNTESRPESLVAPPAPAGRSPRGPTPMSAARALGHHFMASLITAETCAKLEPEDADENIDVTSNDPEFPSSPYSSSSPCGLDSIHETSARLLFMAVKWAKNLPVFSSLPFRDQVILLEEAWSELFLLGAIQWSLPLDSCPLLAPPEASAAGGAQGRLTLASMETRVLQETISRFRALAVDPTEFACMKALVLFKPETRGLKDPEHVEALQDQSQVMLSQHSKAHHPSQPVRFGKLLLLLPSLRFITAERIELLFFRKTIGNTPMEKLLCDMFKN
PDI inh = inhibitors of human protein disulfide isomerase; P07237; PDI insulin aggregation turbidity, A650, 90 min; inhibition, % at 10 µM; 0.052% of 350,000 active;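 active means mean inhibition across replicates of 30% or more, whatever share of single replicates reach that level; inconclusive means mean inhibition below 30% while every single replicate reaches 30%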;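 further: absorbance from insulin aggregation driven by PDI reduction with DTT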
Target sequence (P07237 whole entry, looked up): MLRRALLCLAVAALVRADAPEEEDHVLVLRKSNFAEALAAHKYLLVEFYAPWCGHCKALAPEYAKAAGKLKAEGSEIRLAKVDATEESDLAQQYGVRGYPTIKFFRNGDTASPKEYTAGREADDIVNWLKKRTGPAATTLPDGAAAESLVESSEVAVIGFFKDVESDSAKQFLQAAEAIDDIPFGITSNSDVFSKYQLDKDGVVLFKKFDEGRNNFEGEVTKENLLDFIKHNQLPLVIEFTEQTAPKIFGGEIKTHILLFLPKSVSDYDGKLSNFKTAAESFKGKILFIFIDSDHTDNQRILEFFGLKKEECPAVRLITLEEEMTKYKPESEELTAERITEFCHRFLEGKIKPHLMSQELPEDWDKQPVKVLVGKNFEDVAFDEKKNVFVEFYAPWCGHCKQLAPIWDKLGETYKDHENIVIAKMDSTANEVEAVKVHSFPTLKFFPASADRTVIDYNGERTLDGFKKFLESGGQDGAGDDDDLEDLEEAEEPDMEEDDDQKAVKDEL
KKLEB tox = reduces viability of KKLEB cystic fibrosis airway cells; AID 602141; 0.36% of 360,000 active; activity change (cytotoxicity), % at 5 µM; KKLEB CF airway cells viability, ATPlite luminescence, overnight; hits give low values; cells stimulated with P. aeruginosa culture filtrate;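 active means corrected activity change at or below -50% at 5 µM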
MITF TRPM1 inh = inhibitors of MITF-driven TRPM1 promoter in melanoma cells. SK-MEL-5 TRPM1 promoter luciferase, 24 h. inhibition, % at 12.5 µM. 0.83% of 330,000 active. AID 488899;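 active means mean inhibition across replicates of 60% or more, whatever share of single replicates reaches that level; inconclusive means some that reach 60%, reason not given; inactive means mean inhibition across replicates below 60%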; further: values of inactives mirror those of a sister screen read the other way
Shn3 3UTR inh = Schnurri-3 reporter inhibition in Clone20 osteoblasts | 0.52% of 360,000 active | inhibition, % at 12.5 µM | Clone20 osteoblast Shn3 3'UTR firefly luciferase, 24 h;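 active means mean inhibition of at least 75% with every replicate also reaching 75%; inconclusive means mean inhibition at least 75% but some replicate below; inactive means mean inhibition below 75%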;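 further: 0% = median of neutral control wells and 100% = pilot-screen positive control compound; some compounds past the cut are filed as inactive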
Peg3 promoter = Peg3 promoter activity inhibition; HeLa PEG-Prom luciferase reporter, luminescence, overnight; inhibition, % at 20 µM; 1.7% of 360,000 active;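 active means inhibition of at least 50% at 20 µM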
CaV13 FRET inh = Disruptors of the CACNA1D IQ motif to Ca2+-dependent inactivation inhibitor domain association, primary screening, Förster resonance energy transfer in intact living …. 0.098% of 340,000 active. inhibition, % at 12.3 µM. HEK cells, CFP/YFP FRET ICDI-IQ, plate reader, 10 min; percent FRET-ratio fall versus neutral wells;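 active means mean replicate inhibition of at least 30% and at least 1% of replicates passing that level; inconclusive means only one of the two criteria is met; inactive means neither criterion is met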;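 further: 0% = median of the neutral control wells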
HIF-2a inh = blocks HIF-2a reporter activity | 786-0 RCC cells HIF-2a reporter, luciferase luminescence, overnight | inhibition, % at 18.8 µM | 0.72% of 360,000 active | AID 624352;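 active means inhibition of the luminescence signal of 40% or more relative to plate controls, in a single-dose primary screen at 18.75 µM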
NR2E3 ag-2 = NR2E3 (human) agonism; Q9Y5X4; GST-NR2E3/biotin-RetCOR TR-FRET, 1536-well; inhibition of corepressor binding, % at 4.78 µM; AID 2300; 0.12% of 320,000 active;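 active means percent inhibition above the cutoff of mean plus 3 SD of all tested compounds, set per screening campaign, cut at about 20% in these data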;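 further: 0% = DMSO wells and 100% = biotin wells as full block of FRET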
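Material: NR2E3–RetCOR corepressor complex | Quantity: 1.35 nM GST-tagged NR2E3 final | Schedule: 5 h at 4 °C | Replication: Singlicate compound wells | Reagent: RetCOR corepressor, biotinylated, 7 nM | Controls: Biotin wells as high control, 0.6% DMSO wells as low control | Signal: TR-FRET, Eu(K)-anti-GST donor, streptavidin-D2 acceptor, ex 340, em 617/671 nm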
* = called active by the depositor; ? = inconclusive; / = not tested or not shown.

SMILES	CF NFkB inh	Vif imaging	NR2E3 ag-1	PDI inh	KKLEB tox	MITF TRPM1 inh	Shn3 3UTR inh	Peg3 promoter	CaV13 FRET inh	HIF-2a inh	NR2E3 ag-2
CCC(C(=O)OCC(=O)Nc1ccc(OC)cc1OC)c1ccccc1 (configuration not stated)	-14	-5	13	0	-3	7	17	-11	9	9	1
C/C(=N\NC(=O)c1ccccc1C)c1cccc([N+](=O)[O-])c1	-2	-3	2	-1	8	-16	-13	-29	-5	-41	1
CCOC(=O)C1CCCN(C2CC(=O)N(c3ccc(N4C(=O)CC(N5CCCC(C(=O)OCC)C5)C4=O)cc3)C2=O)C1 (configuration not stated)	9	-6	-22	5	-2	6	-3	8	-5	4	3
Cc1ccc2nc(NC(=O)CSc3nc4c(c(=O)n3C)SC(C)C4)sc2c1 (configuration not stated)	-7	-18	-10	4	-2	3	32	-76	/	-78	2
CCN1CCN(S(=O)(=O)c2ccc(Cl)c(C(=O)N(C)Cc3cccc(OC)c3)c2)CC1	16	6	17	9	7	6	7	17	-3	5	1
CCOC(=O)c1cc2c(ccn2C)n1CC(=O)N1CCCC(C)C1 (configuration not stated)	-10	6	15	-1	3	-3	-18	12	/	8	3
CCN(CC)CCn1c(SCC(=O)NCc2ccccc2)nc2c(sc3ccccc32)c1=O	2	12	-22	-3	10	-1	-16	0	-8	2	3
O=C1Nc2ccccc2OC1CC(=O)N1CCOCC1 (configuration not stated)	17	6	-16	13	-21	5	-9	-1	4	7	2
O=C(NC(=S)NCc1ccc(-c2nc3ccccc3s2)cc1)c1ccco1	23	-7	-110	14	-26	-36	-106	-171	-14	-158	-1
COc1cc(CC2COC(c3ccc(O)c(OC)c3)C2COC(C)=O)ccc1O (configuration not stated)	19	-6	2	/	-18	10	19	-3	/	17	4
COC(=O)c1sc(N2C(=O)C(O)=C(C(=O)c3ccc(C)o3)C2c2ccco2)nc1C (configuration not stated)	6	2	-36	8	-2	4	3	3	-6	3	4
CC(C)n1c(-c2ccncc2)n[nH]c1=S	-2	-4	-7	-1	5	4	-4	-19	0	3	-1
CCOC(=O)c1c(C)n(-c2ccc(C)cc2)c2ccc(O)c(CN(C)C)c12	26	13	-12	2	-9	7	29	29	-5	16	-2
O=C(c1ccc(F)cc1)C1CCN(C(=O)c2ccc(F)cc2)CC1	-13	-6	5	-5	19	11	7	20	5	11	3
CCOc1cc(C(=O)NCCc2ccc(S(N)(=O)=O)cc2)cc(OCC)c1OCC	9	0	6	5	-10	5	-7	10	-2	10	-5

One compound at a time (already shown). Screens in order: CF NFkB inh | Vif imaging | NR2E3 ag-1 | PDI inh | KKLEB tox | MITF TRPM1 inh | Shn3 3UTR inh | Peg3 promoter | CaV13 FRET inh | HIF-2a inh | NR2E3 ag-2
Record of COc1cc(CC2COC(c3ccc(O)c(OC)c3)C2COC(C)=O)ccc1O (configuration not stated) → 19 | -6 | 2 | / | -18 | 10 | 19 | -3 | / | 17 | 4
Record of CCOC(=O)c1c(C)n(-c2ccc(C)cc2)c2ccc(O)c(CN(C)C)c12 → 26 | 13 | -12 | 2 | -9 | 7 | 29 | 29 | -5 | 16 | -2

New compounds follow.
SMILES	CF NFkB inh	Vif imaging	NR2E3 ag-1	PDI inh	KKLEB tox	MITF TRPM1 inh	Shn3 3UTR inh	Peg3 promoter	CaV13 FRET inh	HIF-2a inh	NR2E3 ag-2
Cc1cc(CNC(=O)c2cccnc2Cl)c2ccccc2n1	5	-1	-10	-11	-7	-4	8	13	-7	17	5
COc1ccc2c(C)cc(SCC(=O)Nc3cc(C(N)=O)cc(C(N)=O)c3)nc2c1	6	4	9	5	4	7	-5	23	-6	22	-2
CC[C@H]1C/C=C\Cc2ccccc2[C@H](C(=O)C[C@@H](O)CC(C)=O)OC1=O	15	-5	-17	14	-12	3	-9	-8	-3	2	/
CCn1c(NCc2cccs2)nc2ccccc21	2	-8	8	-8	3	1	-9	-14	-6	-40	-3
CCn1c(/C=C/c2ccccc2)nc2ccccc2c1=O	18	1	-1	9	-2	9	-10	13	-1	-24	2
CCOCCCN(C)C1CCN(S(=O)(=O)c2csc(C(N)=O)c2)CC1	-4	1	-2	0	0	-8	23	-12	-3	4	0
O=C(NC1CCCC1)C(c1cccnc1)N(C(=O)c1csnn1)c1ccc(F)cc1 (configuration not stated)	7	17	17	12	-6	-4	-10	-6	-3	-10	-2
Cc1ccc(-c2nc(CN3CCN(c4cnccn4)CC3)c(C)o2)o1	14	-8	-45	3	9	1	0	7	-6	20	1
Cc1ccc(-c2c(C(=O)N3CCOCC3)oc(=O)c3ccccc23)cc1	-5	1	0	/	9	-6	7	-6	-2	-4	2
COCCNS(=O)(=O)c1ccc(SC)cc1	6	?	-4	3	-7	0	9	7	-7	5	0
CNC(=S)n1cnc(N)n1	5	-1	0	7	3	-3	-8	18	-19	13	-3
CCOc1ccc(N(CC(=O)NN=C2CCN(C)CC2)S(=O)(=O)c2ccc(Br)cc2)cc1	-8	-4	-12	11	1	1	15	-19	-6	13	/
CC(=O)N(c1ccccc1)c1nc(C)cc(C)c1C#N	9	9	-29	1	10	8	-7	25	-4	16	1
COc1ccc(/C=C/c2cc(O)cc(OC3OC(CO)C(O)C(O)C3O)c2)cc1 (configuration not stated)	-3	-2	-105	0	-6	-116	-138	-400	-6	-14	/
CCOc1ncccc1C(=O)OCCCC(=O)c1ccc(Br)cc1	18	-4	11	-8	4	/	1	9	-4	-8	2
CC1(C)Cc2c(sc3[nH]c(=S)n(Cc4ccccc4)c(=O)c23)CO1	22	5	-19	-9	-2	7	4	22	-7	13	13
COC(=O)c1c(NC(=O)c2ccccc2F)sc(C(=O)N2CCOCC2)c1C	3	10	-3	-12	-3	8	-15	6	-6	5	-3
NC(=O)c1ccsc1NC(=O)COC(=O)c1cc(Cl)ccc1O	-11	-13	3	8	1	8	-22	-9	-7	-9	0
CCOc1ccc(NCc2nnc(SCC(=O)Nc3cc(C)on3)n2-c2ccccc2OC)cc1	12	-4	10	-9	1	2	15	19	-8	-15	-3
Cn1c(NN)nc2ccccc2c1=O	-30	-2	-1	-1	12	18	-8	-18	5	0	-2
S=C(Nc1ccccc1)N1CCOCC1	-1	4	-11	-8	-1	-2	6	13	10	15	0
COc1ccc(C(=O)Nc2cc(C)nn2-c2ccc(F)cc2)cc1	-19	0	-27	0	5	32	-89	0	-3	14	6
CCCn1c(C(C)Nc2nc(-c3ccc(C)cc3)cs2)nc2cc(Cl)c(Cl)cc21 (configuration not stated)	-22	/	-7	-4	4	19	-8	3	-5	30	-3
COc1cccc(C(=O)NC2CCCc3ccccc32)c1 (configuration not stated)	13	8	-3	-3	0	17	-23	13	-20	8	0
CCCc1cc(=O)oc2cc(C)cc(OCC(=O)NC(Cc3ccc(Cl)cc3)C(=O)O)c12 (configuration not stated)	4	-6	-11	/	-3	1	16	13	/	9	-5
CN(C)CCCNc1ncnc2scc(-c3ccccc3)c12	-2	-4	-1	1	2	-3	12	8	-2	2	-2
Nc1nnc(CSCc2ccc(Cl)cc2Cl)s1	21	-1	-5	1	-6	-11	-8	-29	-7	-27	2
Cc1cc(C)nc(-n2nc(C)cc2NC(=O)CN2CCC(C)CC2)n1	-12	-1	-8	0	-11	11	7	-8	/	-34	-2
CCOC(=O)c1ccc(N2C(=O)C=C(N3CCOCC3)C2=O)cc1	11	-2	4	1	-12	-6	6	-5	-4	-1	-1
O=C(NNC(=O)c1ccccc1F)c1ccc2nc[nH]c2c1	25	-1	-28	-1	-6	-56	3	-42	-7	-88	-1
O=C(/C=C/Nc1ccccc1Br)c1ccccn1	4	2	24	-6	-4	76*	90*	90*	-6	85*	1
O=C(COC(=O)c1ccc2[nH]c3c(c2c1)CCCC3)NC1CCS(=O)(=O)C1 (configuration not stated)	-7	-4	-1	2	30	7	7	2	-7	-5	10
COc1ccccc1N1CC(C(=O)Nc2cc(C(F)(F)F)ccc2N2CCCC2)CC1=O (configuration not stated)	31	/	-10	3	-6	2	-7	3	-4	9	-3
CCOCCCNC(=S)N1CCN(C(=O)C(=O)Nc2ccc(C(=O)OC)cc2)CC1	-3	-7	-14	-5	12	-3	9	6	-2	15	2
Nc1cccc2c1C(=O)N(Cc1nnc(-c3ccccc3Br)o1)C2=O	22	-6	20	7	4	-2	-16	-26	-9	-36	4
COc1ccc(C(=O)c2cc3cccc(OC)c3o2)cc1	-41	3	-80	-25	-19	-39	-73	-183	-2	-288	3
CCOC(=O)C1CCN(C(=O)CN2C(=O)NC(C)(c3ccc4cc(OC)ccc4c3)C2=O)CC1 (configuration not stated)	-17	-18	-2	-1	21	15	58	-6	-3	13	/

Filtered by structure: the entries above with two or more sulfur atoms
SMILES	CF NFkB inh	Vif imaging	NR2E3 ag-1	PDI inh	KKLEB tox	MITF TRPM1 inh	Shn3 3UTR inh	Peg3 promoter	CaV13 FRET inh	HIF-2a inh	NR2E3 ag-2
Cc1ccc2nc(NC(=O)CSc3nc4c(c(=O)n3C)SC(C)C4)sc2c1 (configuration not stated)	-7	-18	-10	4	-2	3	32	-76	/	-78	2
CCN(CC)CCn1c(SCC(=O)NCc2ccccc2)nc2c(sc3ccccc32)c1=O	2	12	-22	-3	10	-1	-16	0	-8	2	3
O=C(NC(=S)NCc1ccc(-c2nc3ccccc3s2)cc1)c1ccco1	23	-7	-110	14	-26	-36	-106	-171	-14	-158	-1
CCOCCCN(C)C1CCN(S(=O)(=O)c2csc(C(N)=O)c2)CC1	-4	1	-2	0	0	-8	23	-12	-3	4	0
COCCNS(=O)(=O)c1ccc(SC)cc1	6	?	-4	3	-7	0	9	7	-7	5	0
CC1(C)Cc2c(sc3[nH]c(=S)n(Cc4ccccc4)c(=O)c23)CO1	22	5	-19	-9	-2	7	4	22	-7	13	13
Nc1nnc(CSCc2ccc(Cl)cc2Cl)s1	21	-1	-5	1	-6	-11	-8	-29	-7	-27	2

Bioassay records deposited in PubChem BioAssay by several laboratories.
